Source: PubChem BioAssay (Broad Institute)
XiGFP reactiv: X-chromosome reactivation activator. XiGFP mouse fibroblasts, % GFP-positive cells imaging, 3 d; cells co-treated with 5-aza-dC sensitizer; scaled so ellipticine positive control = 100%. activation, % at 7.58 µM. 360,000 tested, 0.055% active;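 active means mean normalized replicate activation at least 10% and every replicate at or above 10%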;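 further: 0% = median of on-plate neutral control wells and 100% = ellipticine 6 µM median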
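System: 68-5-11 XiGFP fibroblast line; Timing: 3 days compound exposure; Compound dosing: one concentration, pinned; Benchmarks: positive control ellipticine, 6 µM final; Buffer or medium: DMEM containing 5-aza-dC.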
ARNT-TACC3 inh: ARNT/TACC3 interaction disruption | inhibition, % at 9.99 µM | 390,000 tested, 0.66% active | AlphaScreen His-ARNT PAS-B/GST-TACC3 binding, luminescence; TACC3 fragment carries E629A point mutation | AID 623870;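 active means mean inhibition of replicates at least 50% and at least half of replicates each reaching 50%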;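 further: 0% = complete ARNT plus TACC3 wells and 100% = ARNT alone without TACC3; many hits fall short of the cut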
RAD54 branch: blocks human RAD54 Holliday junction branch migration | FAM/BHQ fluorescence | inhibition, % at 10.4 µM | 360,000 tested, 0.14% active | AID 602329;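 active means mean normalized replicate activity at least 40 and at least half of replicates scoring 40 or more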;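 further: 0% = median of neutral control wells and 100% = median of positive control wells; inhibitors cause a drop in the FAM fluorescence signal; in these data hits start at about 50%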
RAD52 anneal inh: inhibitors of human RAD52 DNA annealing | P43351 | recombinant RAD52 DNA annealing, FRET fluorescence | inhibition, % at 18.7 µM | 360,000 tested, 0.46% active | AID 651710;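 active means every replicate showing at least 50% inhibition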
Target sequence (P43351 whole entry, looked up): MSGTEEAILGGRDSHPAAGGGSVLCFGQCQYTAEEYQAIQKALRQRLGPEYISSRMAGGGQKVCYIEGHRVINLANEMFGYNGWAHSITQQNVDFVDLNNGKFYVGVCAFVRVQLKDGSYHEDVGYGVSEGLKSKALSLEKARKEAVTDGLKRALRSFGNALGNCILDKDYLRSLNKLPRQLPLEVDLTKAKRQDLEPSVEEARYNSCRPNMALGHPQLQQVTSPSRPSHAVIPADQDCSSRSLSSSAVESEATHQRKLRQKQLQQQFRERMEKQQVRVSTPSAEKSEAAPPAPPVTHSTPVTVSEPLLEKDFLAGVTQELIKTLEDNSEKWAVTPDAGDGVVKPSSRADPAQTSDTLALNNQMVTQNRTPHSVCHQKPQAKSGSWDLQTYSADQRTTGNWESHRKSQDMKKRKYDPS
F508del corr: CFTR F508del correction in bronchial cells; CFBE cells, YFP halide quenching; stimulated with forskolin plus potentiator P3; % fluorescence drop versus neutral controls; activity (quench increase), % at 7.58 µM; 350,000 tested, 0.36% active; AID 720511;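 active means mean added fluorescence quench of at least 8% versus neutral control, with both replicates also reaching 8%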;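 further: cells transiently co-express mutant CFTR-F508del with the halide-sensitive YFP; corrector assay measuring rescue of mutant channel to the surface after 24 h compound exposure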
esBAF inh: inhibitors of esBAF chromatin remodeling in mouse ES cells; Bmi1-luciferase knock-in reporter, 24 h; 100% = twice the neutral-well signal; reporter increase, % at 12.5 µM; 350,000 tested, 2% active; AID 602393; in the data active means activation above about 40%;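 further: 0% = median of the plate's neutral control wells and 100% = double that signal; a rise in the Bmi1 reporter signal indicates esBAF inhibition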
ERAP1 HTS inh: blocks human ERAP1 aminopeptidase activity; recombinant ERAP1, Leu-AMC fluorescence, 60 min; inhibition, % at 10.7 µM; 340,000 tested, 0.15% active; AID 652197;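 active means mean replicate inhibition of at least 30%, or all replicates individually reaching that 30% level; inactive means mean below 30% and not every replicate reaching it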;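 further: 0% = neutral control wells and 100% = L-leucinethiol positive control wells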
INS-1E GSIS act: GLuc luminescence reporter in INS-1E cells, primary screen for activators of glucose-dependent secretion of insulin. INS-1E GLuc reporter insulin secretion, 2-3 h. activation, % at 16.6 µM. 370,000 tested, 0.61% active;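 active means lowest replicate activation of at least 40%, so every replicate reaches that level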;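 further: 0% = median of neutral control wells and 100% = median of IBMX positive control wells; some compounds called inactive have numbers as strong as hits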
* hit, by the source's call; nt = not tested or not shown.

#	Structure	XiGFP reactiv	F508del corr	RAD52 anneal inh	esBAF inh
1	COc1ccc(CN(C)C[C@H]2Oc3ccc(NC(=O)C4CC4)cc3CC(=O)N([C@@H](C)CO)C[C@H]2C)cc1	-1.3	2.3	9	7
2	COC(=O)Nc1cc([N+](=O)[O-])ccc1OC	0.3	nt	6	nt
3	Cc1noc(C)c1NC(=O)N[C@@H]1CC[C@@H](CCNC(=O)C2CCCC2)O[C@@H]1CO	0.2	0.4	-4	0
4	CCc1ccc2c(COC(=O)C3CSC4(C)CCC(=O)N34)cc(=O)oc2c1 (stereo not given)	-0.4	-2.8	-127	3
5	O=C(NCCOc1ccc(F)cc1)C1CCC(=O)N(CCc2ccccn2)C1 (stereo not given)	0.5	2.2	-13	nt
6	O=C(CSc1ncn[nH]1)N/N=C/c1ccc(Br)cc1	0.1	-4.8	-2	4
7	FC(F)(F)c1cc(-c2ccccc2)nc(N2CCOCC2)n1	nt	nt	nt	-7
8	Cc1cccc2c1NC(=O)C2=Nc1ccc(Cl)cc1	0.0	-0.2	-21	7

#	ARNT-TACC3 inh	RAD54 branch	ERAP1 HTS inh	INS-1E GSIS act
1	2	-8	1	6
2	5	nt	-1	nt
3	-9	1	1	8
4	5	-2	0	17
5	8	-17	-5	-2
6	4	-7	-2	9
7	-10	8	nt	-13
8	5	5	0	7

Further entries.
#	Structure	XiGFP reactiv	F508del corr	RAD52 anneal inh	esBAF inh
9	CCCNC(=O)Nc1ccc2c(c1)C(=O)N(C)C[C@H](OC)[C@H](C)CN(CCC)[C@@H](C)CO2	0.5	0.5	13	-4
10	CCc1ccc(-c2cc(C(=O)NN3CCN(C)CC3)c3ccccc3n2)cc1	0.1	nt	nt	nt
11	O=C(NCc1n[nH]c(=S)n1-c1ccc(Br)cc1)c1ccc(S(=O)(=O)N2CCOCC2)cc1	0.0	2.2	-16	nt
12	CCc1ccc(S(=O)(=O)c2nnn3c2nc(NCCNC(C)=O)c2ccccc23)cc1	0.0	-2.4	-14	nt
13	Cc1noc(C)c1NC(=O)Nc1ccc2c(c1)C(=O)N([C@@H](C)CO)C[C@@H](C)[C@@H](CN(C)C(=O)NC1CCCCC1)OCCCC[C@@H](C)O2	-0.2	1.0	10	1
14	Cc1ccc(OCCCC(=O)NNC(=O)c2ccccn2)cc1	0.3	3.9	-15	-8
15	CC(C)N1CCN(S(=O)(=O)c2ccccc2)c2ccccc21	0.0	-3.8	-7	nt
16	CN1c2ccc(-c3ccccc3)cc2[C@@H]2[C@@H](CCN2S(=O)(=O)c2ccccc2F)[C@@H]1CO	0.0	-2.8	-2	1

#	ARNT-TACC3 inh	RAD54 branch	ERAP1 HTS inh	INS-1E GSIS act
9	6	-10	-3	15
10	2	0	nt	1
11	7	nt	2	4
12	23	nt	11	3
13	-9	0	3	13
14	30	-8	0	5
15	4	-9	-1	-10
16	5	17	1	0

Next section.
#	Structure	XiGFP reactiv	F508del corr	RAD52 anneal inh	esBAF inh
17	O=C1c2ccc(Br)cc2C(=O)N1c1ccc(Cc2ccncc2)cc1	0.4	0.6	-9	nt
18	CSc1ccc(C2NN=C(c3ccccc3)S2)cc1 (stereo not given)	0.0	1.8	-5	nt
19	O=C(Nc1ccc(S(=O)(=O)N2CCCCC2)cc1)C1CC(=O)N(Cc2ccccc2)C1 (stereo not given)	0.1	1.4	-20	-2
20	CN1CCN(C(=O)CNc2ccc(C(F)(F)F)cc2[N+](=O)[O-])CC1	0.1	-0.2	-14	nt
21	CC1(C(=O)NCc2ccco2)Cc2c(-c3ccc4c(c3)OCO4)ccnc2O1 (stereo not given)	0.9	8.1*	-5	-16
22	COc1ccc(-c2ccc3c(c2)[C@H]2[C@H](CCN2C(=O)c2ccc4c(c2)OCO4)[C@@H](CO)N3)cc1	0.0	3.2	nt	-1
23	Cc1csc(=O)n1CC(=O)OCC(=O)Nc1cc(S(=O)(=O)N2CCOCC2)ccc1Cl	-0.1	0.7	3	nt
24	CCOC(=O)[C@]12CCCC=C1N(Cc1ccc(Cl)cc1Cl)C(=O)[C@H](CC(=O)NCc1cccc3ccccc13)C2	0.4	0.3	-12	nt

#	ARNT-TACC3 inh	RAD54 branch	ERAP1 HTS inh	INS-1E GSIS act
17	23	nt	-2	-43
18	9	-9	0	10
19	-25	-18	-1	-41
20	nt	nt	-2	-5
21	nt	-4	2	nt
22	3	-2	nt	3
23	1	nt	1	-1
24	nt	nt	1	12

Quoted from the listing (12 entries):
#	Structure	XiGFP reactiv	F508del corr	RAD52 anneal inh	esBAF inh
1	COc1ccc(CN(C)C[C@H]2Oc3ccc(NC(=O)C4CC4)cc3CC(=O)N([C@@H](C)CO)C[C@H]2C)cc1	-1.3	2.3	9	7
2	COC(=O)Nc1cc([N+](=O)[O-])ccc1OC	0.3	nt	6	nt
3	Cc1noc(C)c1NC(=O)N[C@@H]1CC[C@@H](CCNC(=O)C2CCCC2)O[C@@H]1CO	0.2	0.4	-4	0
4	CCc1ccc2c(COC(=O)C3CSC4(C)CCC(=O)N34)cc(=O)oc2c1 (stereo not given)	-0.4	-2.8	-127	3
5	O=C(NCCOc1ccc(F)cc1)C1CCC(=O)N(CCc2ccccn2)C1 (stereo not given)	0.5	2.2	-13	nt
6	O=C(CSc1ncn[nH]1)N/N=C/c1ccc(Br)cc1	0.1	-4.8	-2	4
7	FC(F)(F)c1cc(-c2ccccc2)nc(N2CCOCC2)n1	nt	nt	nt	-7
8	Cc1cccc2c1NC(=O)C2=Nc1ccc(Cl)cc1	0.0	-0.2	-21	7
9	CCCNC(=O)Nc1ccc2c(c1)C(=O)N(C)C[C@H](OC)[C@H](C)CN(CCC)[C@@H](C)CO2	0.5	0.5	13	-4
10	CCc1ccc(-c2cc(C(=O)NN3CCN(C)CC3)c3ccccc3n2)cc1	0.1	nt	nt	nt

#	ARNT-TACC3 inh	RAD54 branch	ERAP1 HTS inh	INS-1E GSIS act
1	2	-8	1	6
2	5	nt	-1	nt
3	-9	1	1	8
4	5	-2	0	17
5	8	-17	-5	-2
6	4	-7	-2	9
7	-10	8	nt	-13
8	5	5	0	7
9	6	-10	-3	15
10	2	0	nt	1

#	Structure	XiGFP reactiv	F508del corr	RAD52 anneal inh	esBAF inh
11	O=C(NCc1n[nH]c(=S)n1-c1ccc(Br)cc1)c1ccc(S(=O)(=O)N2CCOCC2)cc1	0.0	2.2	-16	nt
12	CCc1ccc(S(=O)(=O)c2nnn3c2nc(NCCNC(C)=O)c2ccccc23)cc1	0.0	-2.4	-14	nt

#	ARNT-TACC3 inh	RAD54 branch	ERAP1 HTS inh	INS-1E GSIS act
11	7	nt	2	4
12	23	nt	11	3

Later entries
#	Structure	XiGFP reactiv	F508del corr	RAD52 anneal inh	esBAF inh
25	Cn1c(=O)c2c(nc(SCC(=O)Nc3ccccc3)n2C)n(C)c1=O	0.3	-0.2	-4	-2
26	O=C(COC(=O)c1cccc(-n2cnnn2)c1)c1ccc(F)cc1	0.0	2.3	-13	nt
27	COC(=O)c1ccc(Oc2c(F)c(F)nc(N3CCOCC3)c2F)cc1	0.0	1.4	-9	-1
28	CCCCN1C(=O)C(=O)N(CC(=O)c2ccc[nH]2)C1=O	0.0	-0.1	-9	2
29	COc1ccccc1CNC(=O)C[C@H]1C[C@H]2c3cc(NC(=O)Nc4ccccc4F)ccc3O[C@H]2[C@@H](CO)O1	-0.1	1.5	-12	-4
30	CCc1cccc(NC(=O)c2sc3nc4n(c(=O)c3c2C)CCC4)c1	0.0	0.6	-12	63*
31	Cc1ccc2[nH]c(=O)c(C(c3nnnn3CC3CCCO3)N3CCOCC3)cc2c1 (stereo not given)	nt	nt	-25	2
32	O=C(CCNC(=O)c1ccccc1Cl)NNC(=O)c1ccccc1O	-0.3	3.0	4	nt

#	ARNT-TACC3 inh	RAD54 branch	ERAP1 HTS inh	INS-1E GSIS act
25	5	-6	nt	10
26	-3	nt	3	-1
27	2	2	0	4
28	2	6	-2	5
29	-7	9	1	8
30	11	0	-8	-4
31	0	-5	-1	-4
32	8	nt	-1	-1

New compounds follow.
#	Structure	XiGFP reactiv	F508del corr	RAD52 anneal inh	esBAF inh
33	Cn1c(N=Nc2ccccc2)nc2ccccc21	0.0	2.6	-21	nt
34	FC(F)(F)c1n[nH]c(=S)n1/N=C/c1ccco1	0.0	nt	nt	-9
35	CC1CCN(C(=O)CCCC(=O)N2CCC(C)CC2)CC1	0.5	0.7	-9	nt
36	Cc1ccc(S(=O)(=O)N2CCN(C(=O)c3cc(S(=O)(=O)N4CCOCC4)ccc3Cl)CC2)c(C)c1	0.2	0.9	-16	9
37	Cc1ccc(S(=O)(=O)N[C@@H]2CC[C@@H](CC(=O)O)O[C@@H]2CO)cc1	-0.2	-1.5	-1	-7
38	O=C(CSc1nc2[nH]ncc2c(=O)[nH]1)Nc1ccc(OC(F)(F)F)cc1	0.1	0.4	-8	nt
39	CCCN(CC(=O)Nc1ccc(C(C)=O)cc1)CC(=O)Nc1ccccc1C	0.3	nt	-11	nt
40	C/C(CC(=O)N(C(C)C)C(C)C)=N\NC(=O)COc1ccc(Cl)cc1Cl	0.0	-1.2	-9	nt

#	ARNT-TACC3 inh	RAD54 branch	ERAP1 HTS inh	INS-1E GSIS act
33	6	-5	4	nt
34	-1	2	nt	9
35	-3	2	-1	18
36	nt	7	1	-11
37	8	4	0	1
38	0	nt	4	1
39	-3	nt	-2	-13
40	-7	nt	1	-14

Additional results.
#	Structure	XiGFP reactiv	F508del corr	RAD52 anneal inh	esBAF inh
41	CCC(=O)Nc1ccc2c(c1)C(=O)N(C)C[C@@H](OC)[C@H](C)CN(Cc1ccccc1)[C@@H](C)CO2	0.2	-2.8	4	2
42	Cc1csc(NC(=O)CSc2ncnc3ccccc23)n1	0.0	0.7	-7	-1
43	CN1C(=O)c2cc(NC(=O)c3ccccc3Cl)ccc2OC[C@@H]2O[C@H](CC(=O)NCC(F)(F)F)CC[C@@H]21	0.2	nt	16	6
44	COc1ccc(C(Nc2ccc(S(=O)(=O)NCC3CCCO3)cc2)C(=O)NC(C)(C)C)cc1OC (stereo not given)	0.3	-0.7	-5	nt
45	CC(=O)c1ccc(NC(=S)NCc2ccc(Cl)cc2Cl)cc1	0.0	-0.2	1	-4
46	Cc1cc(=O)oc2c3c(cc(OCC(=O)NC(Cc4ccc(Cl)cc4)C(=O)O)c12)OC(C)(C)CC3 (stereo not given)	nt	1.5	-6	4
47	CO/N=C/CC(=O)c1ccc(OC)cc1	0.0	1.1	-11	2
48	Cc1cccc(C(=O)NCC(=O)NCC2COc3ccccc3O2)c1 (stereo not given)	0.5	-1.4	0	nt

#	ARNT-TACC3 inh	RAD54 branch	ERAP1 HTS inh	INS-1E GSIS act
41	-9	-9	-1	-8
42	-2	-1	-2	0
43	-3	-11	2	3
44	-10	nt	-1	4
45	0	nt	nt	-25
46	-5	-5	0	13
47	nt	-4	3	-8
48	0	nt	5	15

The list goes on:
#	Structure	XiGFP reactiv	F508del corr	RAD52 anneal inh	esBAF inh
49	COc1cccc(-c2ccc3n(c2=O)C[C@H]2[C@H](CO)[C@@H](C(=O)N(C)C)[C@@H]3N2C(=O)c2ccccn2)c1	0.0	nt	-1	-3
50	COc1ccc(-c2csc(N(CC3CCCO3)C(=O)c3ccccc3)n2)cc1 (stereo not given)	0.1	6.2	-14	nt
51	C[C@@H]1CN([C@@H](C)CO)C(=O)c2cc(C#C[C@@H](C)O)cnc2O[C@H]1CN(C)CC1CCOCC1	0.5	-0.5	-2	2
52	COc1cc(NC(=O)CSc2nc3[nH]ncc3c(=O)n2-c2ccccc2)cc(OC)c1OC	-0.1	2.3	-10	4
53	CC(C)=NNc1nc2c(c(=O)n(C)c(=O)n2C)n1CCc1ccccc1	0.1	0.2	-6	nt

#	ARNT-TACC3 inh	RAD54 branch	ERAP1 HTS inh	INS-1E GSIS act
49	5	-7	3	7
50	1	nt	-2	-6
51	-15	-5	3	38
52	nt	22	7	12
53	9	nt	-6	17
